PPARg SRC1 recr = PPARgamma agonists recruiting SRC-1 coactivator, primary screen, biochemical | Peroxisome proliferator-activated receptor gamma (Homo sapiens), P37231 | PPARgamma-SRC-1 coactivator recruitment biochemical assay | activation, % at 8 µM | actives 0.41% (n = 200,000) | AID 631, 2007; in the data active means activation above about 19%;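 further: 0% = DMSO and 100% = reference agonist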
Target sequence (P37231 whole entry, looked up): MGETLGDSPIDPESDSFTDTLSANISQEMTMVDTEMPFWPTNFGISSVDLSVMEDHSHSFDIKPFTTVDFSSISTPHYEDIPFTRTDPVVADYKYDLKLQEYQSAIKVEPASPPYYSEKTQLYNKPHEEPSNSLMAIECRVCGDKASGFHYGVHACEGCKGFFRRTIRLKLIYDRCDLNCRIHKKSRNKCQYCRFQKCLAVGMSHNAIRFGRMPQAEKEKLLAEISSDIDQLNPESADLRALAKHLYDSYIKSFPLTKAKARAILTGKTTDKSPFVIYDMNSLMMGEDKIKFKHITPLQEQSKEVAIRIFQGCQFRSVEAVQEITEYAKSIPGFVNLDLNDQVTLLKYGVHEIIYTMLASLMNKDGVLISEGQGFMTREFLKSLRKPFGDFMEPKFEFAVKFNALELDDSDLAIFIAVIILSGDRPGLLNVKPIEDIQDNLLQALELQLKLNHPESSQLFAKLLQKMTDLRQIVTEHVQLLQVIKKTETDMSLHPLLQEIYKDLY
TNAP act hi DEA = TNAP activators at high phosphate acceptor level, primary screen, biochemical, luminescence, uHTS; 200,000 tested, under 10 active; activation factor at 20 µM; purified TNAP, CDP-star luminescence, 1 M DEA, 30 min; hits give high values; 0 = EDTA background, 1 = DMSO-only activity;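 active means activation factor at least 2 at 20 µM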
Target sequence (P05186 whole entry, looked up): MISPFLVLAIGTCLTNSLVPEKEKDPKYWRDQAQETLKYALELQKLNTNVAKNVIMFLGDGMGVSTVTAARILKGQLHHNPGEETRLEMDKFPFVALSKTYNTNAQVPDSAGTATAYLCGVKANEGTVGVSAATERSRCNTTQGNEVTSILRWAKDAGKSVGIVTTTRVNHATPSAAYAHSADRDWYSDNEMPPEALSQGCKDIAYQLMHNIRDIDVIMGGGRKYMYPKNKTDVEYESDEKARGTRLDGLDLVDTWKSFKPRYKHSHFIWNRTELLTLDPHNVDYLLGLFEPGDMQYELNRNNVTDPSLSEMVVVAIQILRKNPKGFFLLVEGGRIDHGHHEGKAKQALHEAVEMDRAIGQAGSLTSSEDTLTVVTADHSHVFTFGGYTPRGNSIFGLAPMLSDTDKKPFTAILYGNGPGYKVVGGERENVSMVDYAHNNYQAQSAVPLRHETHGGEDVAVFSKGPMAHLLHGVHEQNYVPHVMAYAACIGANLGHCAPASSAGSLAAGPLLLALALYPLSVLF
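Control set: EDTA negative control, DMSO positive control / Assay system: human TNAP / Quantity: TNAP 1/800 final / Evaluation: TNAP activation factor scaled between EDTA and DMSO control wells / Measured by: luminescent substrate turnover signal / Compound dosing: one dose, 20 µM / Times: 30 min enzyme reaction at room temperature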
STAT3 blocker = IL-6 driven STAT3 reporter inhibitors, primary screen, U3A cells, luciferase, luminescence, MLSCN library | IL-6 STAT3-luciferase reporter; host cell line lacks STAT1 | inhibition, % at 5.5 µM | actives 0.89% (n = 190,000);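 active means inhibition above the mean inhibition across all screened compounds plus 3 SD, cut at about 44% in these data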;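 further: 0% = DMSO only wells and 100% = 100 µM nifuroxazide control wells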
bIAP activator = bovine intestinal alkaline phosphatase activators, primary screen, biochemical, bovine IAP, CDP-star luminescence; activation factor at 20 µM; actives 0.17% (n = 200,000); AID 1016, 2008; alkaline phosphatase, intestinal [Bos taurus]; purified bovine IAP, 30 min; hits give high values; fold of DMSO-control signal, blank-subtracted;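 active means activation factor of 2 or more at 20 µM, a signal rise over negative controls twice the positive control's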
TR-FRET SRC-2 ct = TR-FRET signal artefacts, primary screen, artefact control for PPARgamma SRC-2 agonist project, biochemical. TR-FRET artefact counter-screen; hits give high values. TR-FRET ratio at 8 µM. actives 0.4% (n = 200,000). AID 1049, 2008; in the data active means TR-FRET ratio above about 2000; further: inactives centre near 1500
STAT3 activator = IL-6 driven STAT3 reporter potentiators, primary screen, U3A cells, luciferase, luminescence, MLSCN library | activation (% of control), % at 5.6 µM | AID 871, 2007 | IL-6 STAT3-luciferase reporter; 100% = signal with IL-6 EC80 alone | actives 0.91% (n = 190,000);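 active means activation above the screen-wide mean of compound activation plus 3 SD, cut at about 130% in these data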;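 further: 0% = background luminescence of wells with medium and substrate only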
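Detection: reporter luminescence signal / Assay system: STAT1-lacking human U3A cells, STAT3 luciferase reporter / Incubation: compound pre-incubation 1 h before IL-6, then 6 h stimulation at 37 °C / Control set: IL-6-only high control / Read-out: % activation relative to IL-6 control / Probe or stimulus: Interleukin-6, 33 ng/mL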
bIAP inh = bovine intestinal alkaline phosphatase inhibitors, primary screen, selectivity assay for TNAP inhibitor project, biochemical, bovine IAP, CDP-star luminescence; alkaline phosphatase, intestinal [Bos taurus]; purified bovine IAP, 30 min; inhibition, % at 20 µM; 190,000 tested, under 10 active; AID 1019, 2008;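 active means over 50% inhibition of intestinal alkaline phosphatase at 20 µM in the single-dose screen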
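test system = bovine IAP enzyme | medium = DEA buffer 100 mM, pH 9.8, with MgCl2 1.0 mM, ZnCl2 0.02 mM | detection = luminescence | dosing = single compound dose of 20 µM, 2% DMSO final | incubation = 30 min reaction at room temperature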
PPARg SRC-2 ag = agonists of PPARg-SRC-2 recruitment, primary screen, biochemical, HTS | Peroxisome proliferator-activated receptor gamma (Homo sapiens), P37231 | PPARgamma LBD-SRC-2 recruitment | activation, % at 8 µM | actives 0.34% (n = 200,000) | AID 1032, 2008; in the data active means activation above about 22%;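 further: 0% = vehicle and 100% = reference agonist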
PPARg SRC3 recr = PPARgamma agonists recruiting SRC-3 coactivator, primary screen, biochemical; AID 731, 2007; biochemical PPARgamma/SRC-3 coactivator recruitment assay; activation, % at 8 µM; Peroxisome proliferator-activated receptor gamma (Homo sapiens), P37231; actives 0.26% (n = 200,000); in the data active means activation above about 23%;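 further: 0% = DMSO and 100% = reference agonist; some compounds past the cut are filed as inactive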
ROMK primary = ROMK potassium channel modulators, primary screen, cell-based, thallium flux, MLSMR library; ATP-sensitive inward rectifier potassium channel 1 (Homo sapiens), P48048; actives 2% (n = 130,000); B-score at 10 µM; Tet-inducible ROMK, thallium flux fluorescence; actives lie on both sides;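 active means signal ratio slope over the read window, or its plate-corrected B-score, at least 3 SD from the plate mean, either direction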;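 further: B-score of the F/F0 ratio slope over 7 to 12 s after thallium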
STAT1 inh = STAT1 signaling inhibitors, primary screen, cell-based, HTS, luciferase reporter | NIH 3T3 STAT1-luciferase reporter, IFN-gamma, luminescence | inhibition, % at 5.5 µM | actives 0.35% (n = 200,000) | AID 920, 2007;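 active means inhibition above a set limit, the mean inhibition across all tested compounds plus 3 SD, cut at about 34% in these data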;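 further: 0% = IFN-gamma with DMSO and 100% = IFN-gamma with 300 µM nifuroxazide; values of inactives mirror those of a sister screen read the other way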
* marks the source's active call; other numbers are inactive results; · = not tested or not shown.

SMILES	PPARg SRC1 recr	TNAP act hi DEA	STAT3 blocker	bIAP activator	TR-FRET SRC-2 ct	STAT3 activator	bIAP inh	PPARg SRC-2 ag	PPARg SRC3 recr	ROMK primary	STAT1 inh
CC(N=C1NC(C)(C)Cc2ccccc21)C(=O)O (stereo unspecified)	4	1	0	1	1387	104	0	-4	0	·	0
COc1ccc(-c2cc(C(F)(F)F)nc(NCc3cccnc3)n2)cc1	0	1	-4	1	1617	108	0	6	12	·	2
COc1ccccc1N1CCN(/N=C/C=C\c2ccccc2[N+](=O)[O-])CC1	-3	0.9	18	1.1	1642	93	-10	4	4	1.9	2
COCCNC(=S)Nc1ccc2nc(N3CCCC3)cc(C)c2c1	9	1.1	7	1	1666	92	2	4	4	-0.22	3
CCOC(=O)CCCn1ncn2c(cc3occc32)c1=O	7	1.1	-14	1	1331	109	2	3	-6	-0.48	-7
Cc1ccc(-c2cc(C(F)(F)F)n3ncc(C(=O)N4CCN(C)CC4)c3n2)cc1	8	1	11	1	1668	93	-4	0	7	·	3
O=C1NC(c2ccco2)Nc2ccccc21 (stereo unspecified)	8	1	4	0.9	1686	100	13	14	0	·	-1
O=C(Nc1ccccc1C(=O)N1CCOCC1)c1ccc(Cl)cc1	-8	1.1	-4	1	1588	108	0	-2	0	·	-4
CCOC(=O)c1c(NC(=O)CSc2nc(C)cc(C)c2C#N)sc(C(C)=O)c1C	6	1	-6	0.9	3647*	107	11	62*	11	0.37	10
Cc1noc(NS(=O)(=O)c2ccc(N/C=C/C(=O)c3cccnc3)cc2)c1C	2	1	14	0.9	1527	94	6	0	-2	·	-2
COc1ccccc1-c1csc(NC(=O)c2ccc(N3C(=O)CCC3=O)cc2)n1	5	1	38	1	1528	71	2	6	1	1.2	1
CC1NC(=O)N(C)[C@@H]2NC(=O)N(C)C(c3ccc([N+](=O)[O-])cc3)[C@@H]12 (stereo partly specified)	-2	1	·	1.1	1230	·	-5	-4	-2	·	-4
O=C(Cn1nnc(-c2ccc3c(c2)OCO3)n1)NCc1ccco1	-5	1	-11	1.1	1486	110	-6	-8	-5	·	-6
O=C(N/N=C/c1ccc(Cl)c([N+](=O)[O-])c1)c1cnccn1	-3	1.1	1	1.5	1527	100	-46	3	3	·	0
C/C(CC(=O)Nc1ccc(F)cc1)=N\NC(=O)c1ccccn1	0	1	8	1.1	1754	100	-8	1	3	-0.026	-28
CCOC(=O)c1c(C)nc2c(c1-c1ccc(Cl)cc1)C(=O)CC(C)(C)C2	0	1	-3	0.7	1697	102	30	-1	3	·	4
S=C(NCCc1ccccc1)N1CCc2ccccc2C1	-4	1.1	-7	0.7	1339	110	27	-3	-2	-1.3	-16
Cc1nnc(SCC(=O)NCc2ccco2)n1Cc1ccccc1	0	1.1	-2	1	1625	102	5	4	5	0.031	5
C/C=C/c1ccc(OCCOCCOc2cccc3cccnc23)c(OC)c1	-4	1	-4	1.2	1343	104	-18	-8	-1	·	-4
CC(C)COC(=O)c1ccccc1OC(=O)c1ccncc1	13	1	6	0.9	1737	100	7	5	6	1.3	-1
Cc1nc(NC(=O)C2CC2)sc1C	6	1	7	0.6	1760	97	37	8	-1	0.67	-3
COc1ccc(Cc2nnnn2CC(=O)O)cc1	-9	1.1	5	1	1562	100	4	0	-6	·	-4
CSc1ccc(CN(C)C(C)C(=O)NCc2ccccc2)cc1 (stereo unspecified)	2	1	3	1.1	1445	105	-13	-4	-1	-1.1	1
O=C(O)c1ccc(N2C(=O)c3ccc(C(=O)c4cccc([N+](=O)[O-])c4)cc3C2=O)cc1	13	1	12	1	1716	93	-1	1	10	2.2*	-10
O=C(NCc1cccc(CNC(=O)C(=O)NCC2CCCO2)c1)C(=O)NCC1CCCO1 (stereo unspecified)	7	1.1	8	1	1636	96	0	-2	-3	-0.14	2
c1ccc(N2N=C(c3cccs3)CC2c2ccco2)cc1 (stereo unspecified)	1	1.2	-8	1.1	1600	114	-14	3	5	-0.4	3
O=C(c1cc(F)c(F)cc1Cl)N1CCOCC1	14	1	1	1	1743	105	-3	3	4	·	-2
COc1ccc(OC2C(=O)N(c3ccc(C)c(C)c3)C2c2ccc(OC)c(OC)c2)cc1 (stereo unspecified)	-1	1	-2	0.9	1527	99	14	-9	-4	0.11	2
CNC(=O)NC(=O)CSc1cccc(C(F)(F)F)c1	-2	1.1	8	1	1373	98	4	2	-8	·	6
COc1ccc(-n2cnc3cc(NCc4cccs4)ccc32)cc1	10	1	-3	1.2	1393	106	-20	1	-8	-0.49	-34
O=C(N/N=C/c1ccco1)c1ccc(NC(=O)C2CC2)cc1	-1	1	7	1.1	1584	98	-6	2	0	0.38	-9
CCC(=O)N1c2ccccc2NC2=C(C(=O)CCC2)C1c1ccccc1 (stereo unspecified)	4	1	-3	1.1	1446	104	-6	3	1	0.17	-3
Nc1nc2n(n1)C(c1cccs1)CC(c1ccccc1)N2 (stereo unspecified)	2	1	11	1.2	1653	96	-16	12	1	·	4
COc1cccc(-c2nnc(SCC(N)=O)n2-c2ccc(Cl)cc2)c1	-1	1	1	1	1584	103	3	13	7	·	3
Cc1n[nH]c(C)c1S(=O)(=O)N(CC(=O)N1CCc2ccccc21)c1ccc(C(C)C)cc1	14	1.1	-10	1.1	1624	116	-10	-8	1	·	2
CC(C)OC(=O)CSc1nnc(-c2cccnc2)n1Cc1ccccc1	5	1	0	1	1578	99	4	-3	3	-0.092	3
Cc1cc(NC(=O)CC(F)(F)F)n(-c2ccccc2)n1	3	1	7	1.1	1436	96	-8	-2	1	-0.51	9
CCOC(=O)/C(C#N)=C\c1ccc(N2CCN(C/C=C/c3ccccc3)CC2)cc1	4	0.9	-3	0.8	1612	99	24	9	9	·	17
CCN1C(=O)c2ccc(C(=O)NCc3ccc4c(c3)OCO4)cc2C1=O	-4	1.1	11	0.8	1511	94	17	-3	8	-1.2	4
COc1ccc(C2CC(c3ccc4ccccc4c3)=NN2C(=O)CSc2ncccn2)cc1 (stereo unspecified)	3	1	-13	0.9	1608	106	14	9	-4	·	-17
CCOC(=O)Cn1c(-c2cccnc2Cl)nc2cc(C)c(C)cc21	-2	1	6	0.9	1574	101	11	0	9	·	4
CC(C)(C)NC(=O)NC(=O)CN1CCCCC1	2	1.1	0	1.1	1429	101	-11	3	9	0.16	-5
Nc1ccc(C(=O)c2ccc3c(c2)OCCO3)cc1N	7	·	14	·	1671	93	·	12	12	·	9
COc1ccc(C2(O)CCN(C(=O)c3ccc4c(c3)OCO4)CC2)cc1	-6	1	15	0.9	1387	92	10	1	-1	·	-6
CSc1ccc(Cl)c(C(=O)NCC(C)C)c1	-1	1	0	0.9	1543	104	14	0	-6	·	5
CCOc1ccc(-c2cnc(N)n2C)cc1	2	1	-1	1.1	1589	101	-6	-1	1	0.51	0
O=c1nc(NCc2ccco2)sc2ncccc12	-1	1.1	9	0.9	1593	95	5	3	-1	0.12	-2
O=C(CSc1nnc(Cc2cc(=O)[nH]c(=O)[nH]2)n1-c1ccc(Cl)cc1)NCC1CCCO1 (stereo unspecified)	-4	1	3	1	1561	102	-3	-2	-9	·	-5
Nc1nnc(SCC(=O)Nc2ccccc2N2CCOCC2)s1	12	1	5	0.9	1505	97	6	13	13	-0.16	3
Cc1cc(C)nc(Sc2ccc3nnnn3n2)n1	5	1	14	0.9	1590	94	5	7	4	-0.25	5
COc1ccc(Oc2ccc(/C=N/NC(=O)c3cccnc3)cc2[N+](=O)[O-])cc1	3	1	-4	1.1	1508	105	-12	-5	-2	0.45	9
C/C(=N\O)C1(C)N(O)C(C)(C)C(c2ccco2)=[N+]1[O-] (stereo unspecified)	8	1	-9	0.6	1611	103	37	4	4	-0.062	5
CC(=O)Nc1ccc(S(=O)(=O)N2CCN(Cc3ccccn3)CC2)cc1	-5	1	9	0.6	1361	97	39	-3	0	0.39	3
O=C(CSc1nc2ncc(Cl)cc2[nH]1)NC1CCS(=O)(=O)C1 (stereo unspecified)	14	1	10	1	1674	93	-1	2	-1	0.18	-10
CCOC(=O)C1=C(N)OC2=C(C(=O)CC(C)(C)C2)C1c1ccco1 (stereo unspecified)	7	1	3	1	1570	100	3	10	12	0.53	-2
Cn1nnc2cc(C(=O)Nc3cccnc3)ccc21	2	1	22	1	1610	85	3	15	4	0.021	-8
COc1cc2c(cc1OC)C(C1C(=O)CC(C)CC1=O)N(C(=O)CCl)CC2 (stereo unspecified)	3	1	7	0.9	1703	94	6	8	4	·	1
CCOC(=O)N1CCC(NC(=O)c2cccc3c2C(=O)N(CCOC)C3)CC1	7	1.1	12	1	1654	97	2	4	3	·	-1
O=C(COc1cccnc1[N+](=O)[O-])N1CCc2ccccc21	8	1	-3	1.1	1895	103	-9	12	6	0.42	-5
O=C1c2ccccc2-n2c1nc1ccccc1c2=O	4	1	3	1	1553	98	-1	0	0	-0.21	-25
CCN(CC)C(=O)C1CC(=O)N(c2ccc(OC)cc2)C1c1ccc(OC)cc1 (stereo unspecified)	7	0.9	1	1	1697	102	1	2	10	·	-13

Results in STAT3 activator (4 entries from above):
SMILES,STAT3 activator
CC(C)(C)NC(=O)NC(=O)CN1CCCCC1,101
Nc1ccc(C(=O)c2ccc3c(c2)OCCO3)cc1N,93
COc1ccc(C2(O)CCN(C(=O)c3ccc4c(c3)OCO4)CC2)cc1,92
CSc1ccc(Cl)c(C(=O)NCC(C)C)c1,104

Assay outcomes deposited in PubChem BioAssay by several laboratories.
